# Screening results from PubChem BioAssay.
# DAGLB inhibitor: diacylglycerol lipase beta (human) inhibition; Q8NCG7; HEK293T DAGLB membrane lysate, EnzChek fluorogenic substrate; inhibition, % at 5.17 µM; 340,000 compounds, 0.059% hits; in the data active means inhibition above about 34%;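 further: 0% = enzyme with vehicle and 100% = wells lacking enzyme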
# PKA-R1A activ: activates the PKA-R1A holoenzyme complex | P00514+P68181 | PKA-R1A dissociation, Cy5-IP20 fluorescence polarization; scaled: DMSO 0%, 113 µM cGMP 100% | activation, % at 11.4 µM | 340,000 compounds, 0.083% hits | AID 504707;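 active means percent activation above the mean of all tested compounds plus 3 SD, cut at about 19% in these data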;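 further: higher means more PKAc released from R1A so a rise in polarization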
# phage Ecoli inh: E. coli growth loss with phage present | inhibition, % at 11.9 µM | 360,000 compounds, 0.26% hits | AID 651602 | growth absorbance; in the data active means inhibition above about 11%
# HTR5A inv ag: HTR5A inverse agonism, opioid heterodimer counter-screen | P47898 | HTR5A cell line, luminescence | inhibition, % at 9.3 µM | 340,000 compounds, 0.083% hits; in the data active means inhibition mostly above about 23%, no sharp cut-off; inactive means mostly below about 18%;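 further: 0% = cells with DMSO and 100% = no-cell wells with DMSO; some compounds called inactive have numbers as strong as hits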
# Target sequence (P47898 whole entry, looked up): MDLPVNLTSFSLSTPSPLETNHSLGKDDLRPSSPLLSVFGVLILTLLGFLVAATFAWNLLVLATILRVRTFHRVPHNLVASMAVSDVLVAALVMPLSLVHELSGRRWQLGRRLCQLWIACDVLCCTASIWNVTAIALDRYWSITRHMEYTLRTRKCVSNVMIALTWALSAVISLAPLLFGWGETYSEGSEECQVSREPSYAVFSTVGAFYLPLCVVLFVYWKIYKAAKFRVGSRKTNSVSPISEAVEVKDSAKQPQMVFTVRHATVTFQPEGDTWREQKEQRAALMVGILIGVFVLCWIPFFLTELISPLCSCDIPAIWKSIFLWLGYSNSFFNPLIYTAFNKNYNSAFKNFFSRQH
# Ecoli viability: bacterial growth inhibition, counter-screen for AddAB inhibitors | inhibition, % at 11.9 µM | 330,000 compounds, 0.27% hits | AID 449728 | E. coli V3065 growth, OD600 absorbance, 18 h;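 active means inhibition above the campaign's mean inhibition across all tested compounds plus 3 SD, cut at about 9.9% in these data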;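 further: uninfected addAB+ strain grown without phage in ampicillin broth; 0% = DMSO wells and 100% = ciprofloxacin 0.95 µg/ml wells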
# Mot1-301 SUMO: SUMOylation pathway inhibition by Mot1-301 growth rescue | S. cerevisiae Mot1-301 growth rescue, ATP luminescence, 38.5C; percent above DMSO median, 100 means doubled | growth rescue, % at 18.8 µM | 320,000 compounds, 1% hits;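 active means every valid replicate shows activation above 250% relative to neutral control wells; inactive means the rest, any valid replicate at or below 250%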;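 further: OY570 slx delta 5 strain wells were the positive control but not used for scaling; some compounds called inactive have numbers as strong as hits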
# AddAB inh: less growth of phage-infected E. coli with AddAB | AID 435030 | inhibition, % at 11.9 µM | 330,000 compounds, 0.29% hits | E. coli expressing H. pylori AddAB, absorbance growth; in the data active means inhibition above about 12%;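 further: 0% = vehicle wells of infected cells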
# Tat export inh: blocks Tat-dependent protein export in E. coli. E. coli MC4100 TorA-mCherry Tat export, fluorescence. inhibition, % at 10 µM. 340,000 compounds, 0.036% hits;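 active means mean replicate inhibition at least 50% and at least half of replicates individually reaching 50%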;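 further: exported cargo escapes ClpAP degradation while cytoplasmic cargo is degraded and loses fluorescence; 0% = median of neutral control wells and 100% = median of NaSCN control wells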
# PKA-R2B act: activators of human PKA-R2B complex. 340,000 compounds, 0.079% hits. activation, % at 11.4 µM. P22694+P31323. PKA-R2B holoenzyme dissociation, Cy5-IP20 fluorescence polarization; R2B truncated from residue 108, S112A mutant; 0% DMSO only, 100% 113 µM cGMP. AID 504700;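 active means activation above a cutoff set at the mean over all compounds plus 3 SD, cut at about 18% in these data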;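 further: higher means more holoenzyme dissociation and a rise in polarization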
# Target sequence (P31323 whole entry, looked up, other chains not shown, the tested form may be a part): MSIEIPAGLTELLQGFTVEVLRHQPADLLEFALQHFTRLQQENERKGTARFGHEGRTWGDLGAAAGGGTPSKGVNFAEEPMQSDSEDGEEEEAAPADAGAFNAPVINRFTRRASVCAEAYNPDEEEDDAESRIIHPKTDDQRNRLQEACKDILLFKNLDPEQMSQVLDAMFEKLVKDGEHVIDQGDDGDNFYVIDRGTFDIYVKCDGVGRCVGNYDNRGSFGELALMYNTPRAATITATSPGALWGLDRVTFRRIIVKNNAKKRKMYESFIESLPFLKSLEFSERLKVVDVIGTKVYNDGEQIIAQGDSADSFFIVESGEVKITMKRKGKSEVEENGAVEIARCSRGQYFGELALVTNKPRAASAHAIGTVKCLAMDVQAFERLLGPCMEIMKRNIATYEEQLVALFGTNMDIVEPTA
# HTR5A ag: counter-screen for OPRM1-OPRD1 agonists: human HTR5A agonism. P47898. HTR5A agonist assay, luminescence, cell-based. activation, % at 9.3 µM. 340,000 compounds, 0.61% hits; in the data active means activation mostly above about 9.5%, no sharp cut-off; inactive means mostly below about 7.6%;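 further: 0% = cells with vehicle only and 100% = reference agonist; strong numbers were not always called active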
# CDK5 inh: CDK5/p35 (human) kinase inhibition; Recombinant CDK5/p35, ADP-Glo luminescence, 60 min; inhibition, % at 10 µM; 330,000 compounds, 0.01% hits; Q00535+Q15078;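 active means highest replicate inhibition of at least 50% and at least 75% of replicates reaching 50%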;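 further: plate controls were DMSO neutral control for no effect and GW8510 at 10 µM for full effect; many of its hits are not listed in these tables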
# Starred values were filed as active, the others as inactive; · = not tested or not shown.
SMILES,DAGLB inhibitor,PKA-R1A activ,phage Ecoli inh,HTR5A inv ag,Ecoli viability,Mot1-301 SUMO,AddAB inh,Tat export inh,PKA-R2B act,HTR5A ag,CDK5 inh
NC(=O)C1CCN(C(=O)COc2ccc3c(c2)oc(=O)c2ccccc23)CC1,0,0,2.9,3,-1.8,-8,3.2,3,-14,11,1.7
O=c1[nH]c2cc3c(cc2cc1CN(Cc1ccco1)C(=S)NCCCN1CCOCC1)OCCO3,1,5,5.4,4,-2.0,64,0.7,1,-8,-1,-0.4
O=C(O)CN1C(=O)C2(OCCO2)c2cc(Br)ccc21,0,2,0.9,13,0.9,96,1.3,10,2,-3,7.3
CCN(CC)c1ccc(Nc2nc(N3CCOCC3)c3ccccc3n2)cc1,1,-8,2.3,-11,0.6,0,-1.2,-5,-8,2,-1.8
CCCS(=O)(=O)N1CCn2c(nc3ccccc32)C1,1,10,2.7,·,1.7,184,-1.6,-7,1,·,0.7
CCC(CC)c1nnc(NC(=O)c2cc([N+](=O)[O-])ccc2N2CCCCC2)s1,0,-3,3.3,19,-1.3,-13,3.2,8,-2,8,0.5
CCCCOc1ccc(C(=O)Nc2ccc(N3CCN(C(C)=O)CC3)cc2)cc1,-1,-19,-0.5,-5,3.6,-2,2.4,11,4,-5,-2.0
CCOc1ccc(NC(=S)N(CCOC)C(C)c2ccco2)cc1 (stereo unspecified),-6,-12,1.5,5,1.0,99,1.6,-1,-7,7,1.3
N#Cc1ccc(-c2ccccc2)nc1SCC(=O)c1cc2ccccc2oc1=O,4,7,-0.5,-20,-3.9,-23,2.5,0,-9,1,0.0
COc1ccc(Br)cc1CN(C)CC(=O)Nc1cc(Cl)cc(Cl)c1,-32,4,0.6,-7,-2.1,106,-0.3,8,-13,-1,1.1
O=C(Nc1ncn[nH]1)c1ccc([N+](=O)[O-])cc1[N+](=O)[O-],0,4,2.3,-18,0.4,140,-0.2,-8,2,-3,3.0
Cc1ccc(-c2c(NCCc3ccccc3)c(=O)c2=O)cc1,-2,-2,2.1,-9,-1.6,-10,-1.0,-5,-5,2,-0.4
O=[N+]([O-])c1ccc(N2CCN(C(=S)c3cccc([N+](=O)[O-])c3)CC2)cc1,3,7,2.1,5,0.7,-12,0.3,0,11,-2,2.2
Cc1ccc(-n2ncc3c(SCc4ccccc4)ncnc32)cc1,-2,-7,1.6,1,-0.9,-2,0.1,-1,-13,7,-0.8
CCn1c(SCC(=O)Nc2cc(NC(C)=O)ccc2OC)nnc1-c1cccnc1,2,-6,0.1,6,-1.2,-13,1.5,-7,1,2,0.1
COc1cc(OC)c(OC)cc1/C=N/NC(=S)NCC1CCCO1 (stereo unspecified),4,-1,2.0,-7,-3.1,-9,-0.2,-5,-3,2,0.7
CCc1cccc(NC(=O)CN(C)C2=NS(=O)(=O)c3ccccc32)c1,-4,1,3.1,-13,-0.3,-13,3.0,3,-7,5,-0.2
Cc1ccc(NC(=O)c2cc(=O)[nH]c3ccc(S(=O)(=O)N4CCOCC4)cc23)cc1,0,-8,1.3,1,1.1,19,2.6,5,-10,0,0.5
Cc1ccc(/C=N/NC(=O)c2nnn(-c3nonc3N)c2CSc2ccccc2)s1,2,-13,0.2,3,0.8,3,2.7,-9,-1,1,-0.2
Nc1ccc(OCCCc2c(N)nc(N)nc2N)cc1,2,0,3.7,-4,2.2,-22,4.3,-8,-3,1,0.9
CNc1nc(-c2ccccc2)nc(-c2ccccc2)c1C#N,-1,-2,-1.0,-5,0.0,-1,2.5,-2,2,2,1.4
CN(C)c1ccc(/C=C(\NC(=O)c2ccccc2)C(=O)N/N=C/c2ccc(C(=O)O)cc2)cc1,2,-1,1.9,7,0.1,0,4.4,2,7,-3,1.6
O=C(Nc1ccc(N2CCCC2)cc1)C(Cl)c1ccccc1 (stereo unspecified),5,-25,·,-14,-3.2,-12,-0.5,5,-25,6,-1.0
Cn1c(Cc2cccs2)nnc1SCC(=O)Nc1ccc(F)cc1F,-1,-1,0.7,-5,0.9,-7,-1.4,0,-13,1,-0.4

# As a short view, some entries already given.
SMILES,DAGLB inhibitor,PKA-R1A activ,phage Ecoli inh,HTR5A inv ag,Ecoli viability,Mot1-301 SUMO,AddAB inh,Tat export inh,PKA-R2B act,HTR5A ag,CDK5 inh
O=C(Nc1ccc(N2CCCC2)cc1)C(Cl)c1ccccc1 (stereo unspecified),5,-25,·,-14,-3.2,-12,-0.5,5,-25,6,-1.0
Cn1c(Cc2cccs2)nnc1SCC(=O)Nc1ccc(F)cc1F,-1,-1,0.7,-5,0.9,-7,-1.4,0,-13,1,-0.4

# (listing goes on)
SMILES,DAGLB inhibitor,PKA-R1A activ,phage Ecoli inh,HTR5A inv ag,Ecoli viability,Mot1-301 SUMO,AddAB inh,Tat export inh,PKA-R2B act,HTR5A ag,CDK5 inh
CN(Cc1cnn(C)c1)C(=O)C1CCC(=O)N(Cc2ccc(Cl)cc2)C1 (stereo unspecified),0,0,2.0,-4,-0.5,-18,-1.4,6,10,4,0.0
Cc1ccc(C(=O)Cn2c(C)cc(C)c(C#N)c2=O)cc1,-3,7,1.6,-19,-1.7,-1,2.6,8,-10,-2,-0.8
COc1ccc(OC)c(C(C(=O)NC2CCCCC2)N(C(=O)c2ccccn2)c2cccnc2)c1 (stereo unspecified),-1,4,0.3,11,-1.3,-13,1.7,-1,-3,-1,0.3
COc1cc(CC(=O)OCC(=O)Nc2cccc([N+](=O)[O-])c2)cc(OC)c1OC,0,-6,5.4,-17,-0.4,-9,0.4,-3,0,0,-0.3
Cc1ccc[n+](CC(=O)Nc2nc3ccccc3s2)c1,0,-2,2.8,-30,1.7,0,3.4,1,8,2,2.3
Cc1c(C(=O)OC2CCCC2)[nH]c2c1C(=O)CC(c1ccco1)C2 (stereo unspecified),-5,-13,3.3,-28,3.3,-19,4.1,-1,1,10*,1.1
Cc1ccc(S(=O)(=O)N(C)c2ccc(C(=O)NCc3ccccc3F)cc2)cc1,-3,1,0.8,-13,0.9,-6,0.3,5,-14,5,-3.4
Cc1ccc(C)n1CCN1CCN(C(=O)CC#N)CC1,0,2,1.5,-16,1.4,-7,3.7,-3,5,6,-2.0
O=C(c1ccccc1)N1CCN(CC(O)COc2ccc(Br)cc2)CC1 (stereo unspecified),3,9,1.0,1,0.7,35,0.5,-3,-9,0,0.2
CN(C)S(=O)(=O)c1ccc(C(=O)OCn2nnc3ccccc3c2=O)cc1,2,-2,2.7,-4,4.5,163,-2.7,-9,5,1,-0.1
COc1cc(O)c(C(CC(=O)N2CCCC(C)C2)c2cc(OC)c(OC)c(OC)c2)c(OC)c1 (stereo unspecified),-1,5,-0.3,5,0.0,4,2.4,8,-6,6,-1.3
CCOc1ccc(C(=O)Nc2ccc(NC(=O)c3ccccc3)c(C)c2)cc1[N+](=O)[O-],-2,8,2.9,-5,·,-7,·,-4,5,0,0.3
Cc1ccc(CN2CC(=O)N3[C@H]4c5cc(Cl)ccc5OC[C@@H]4[C@H](c4ccccc4)[C@]3(C)C2=O)cc1,-16,1,3.8,-9,-0.7,16,1.6,11,0,7,-0.7
COc1ccc(NS(=O)(=O)c2cc(NC(=O)C3=NN(c4ccccc4)C(=O)CC3)ccc2OC)cc1,0,9,0.9,-1,0.9,-12,2.0,-6,17,0,-2.2
C=CCNC(=O)COc1ccc(S(=O)(=O)NC2CCCCC2)cc1,2,-3,3.4,-30,1.6,-25,2.5,0,10,-4,1.1
CCCCOC(=O)c1ccc(NC(=S)NC(=O)c2c(Br)c(C)nn2C)cc1,-1,-4,3.4,4,2.5,-11,0.2,-13,3,1,-2.9
Cn1c(CO)cnc1S(=O)(=O)Cc1ccc([N+](=O)[O-])cc1,0,-7,0.7,-2,-1.3,5,5.0,3,4,1,-0.7
COC(=O)/C(=C/c1ccc(F)cc1)NC(C)=O,-3,0,4.5,-2,1.0,-1,3.5,-6,2,0,1.4
Cc1cc(C)n2nc(C(=O)N(C)C(c3ccccc3)c3ccccc3)nc2n1,1,8,2.8,-13,-0.9,1,2.1,5,5,5,-2.6
CN=c1nc(-c2ccccc2)n(-c2ccccc2)s1,1,-2,4.4,-25,-1.4,286,-1.3,-3,-8,7,0.6
COc1cc(Nc2cc(C)nc3ncnn23)cc(OC)c1OC,-3,9,3.0,-5,2.1,-14,4.3,0,0,2,-2.5
N#Cc1c(NC(=O)c2ccc(Cn3cc(Br)cn3)o2)sc2c1CCCCC2,-9,2,1.3,-19,1.7,9,0.3,10,10,4,1.2
CN(C)CCN(C(=O)c1ccc2c(c1)OCCO2)c1nc2ccc(Cl)cc2s1,-1,5,3.1,-13,3.0,1,0.0,7,2,2,-1.0
Cc1cc(-n2c(C)cc(C(=O)CSc3nc(N)cc(=O)[nH]3)c2C)no1,3,-3,-0.4,2,1.5,-7,0.0,4,5,6,0.2
CN1CCN(S(=O)(=O)c2cccc(C(=O)Oc3cccc(C#N)c3)c2)CC1,1,2,2.4,-5,-1.1,·,-0.4,6,4,2,1.0
COC1=NS(=O)(=O)c2ccccc21,-1,1,4.8,-12,-2.8,-2,0.2,6,-3,5,1.5
[O-]/[N+](=C\c1ccncc1)c1ccc(Br)cc1,-1,-1,·,22,0.2,-6,1.3,6,2,0,-0.3
S=C(Nc1cc(Cl)ccc1Oc1ccccc1)N1CCN(c2ccccn2)CC1,-2,-1,3.5,4,·,-11,·,2,-1,-1,2.6
COC(=O)CCc1c[nH]c2ccc([N+](=O)[O-])cc12,-1,-3,2.1,0,·,·,·,1,-7,0,-0.7
Nn1c(SCC(=O)Nc2ccc3c(c2)OCCO3)nnc1C(F)(F)F,-3,0,3.5,-19,3.0,2,1.9,2,-9,7,0.0
O=C(CN1CCCCC1)Nc1ccc(S(=O)(=O)N2CCCCCC2)cc1,-2,-2,3.9,-17,-2.2,-6,1.6,10,-9,7,-1.5

# Random excerpt: 2 records from the list, in no set order.
SMILES,DAGLB inhibitor,PKA-R1A activ,phage Ecoli inh,HTR5A inv ag,Ecoli viability,Mot1-301 SUMO,AddAB inh,Tat export inh,PKA-R2B act,HTR5A ag,CDK5 inh
COC(=O)CCc1c[nH]c2ccc([N+](=O)[O-])cc12,-1,-3,2.1,0,·,·,·,1,-7,0,-0.7
COC1=NS(=O)(=O)c2ccccc21,-1,1,4.8,-12,-2.8,-2,0.2,6,-3,5,1.5

# In the list so far, 2 contain a COOH group.
SMILES,DAGLB inhibitor,PKA-R1A activ,phage Ecoli inh,HTR5A inv ag,Ecoli viability,Mot1-301 SUMO,AddAB inh,Tat export inh,PKA-R2B act,HTR5A ag,CDK5 inh
O=C(O)CN1C(=O)C2(OCCO2)c2cc(Br)ccc21,0,2,0.9,13,0.9,96,1.3,10,2,-3,7.3
CN(C)c1ccc(/C=C(\NC(=O)c2ccccc2)C(=O)N/N=C/c2ccc(C(=O)O)cc2)cc1,2,-1,1.9,7,0.1,0,4.4,2,7,-3,1.6
